From PubChem BioAssay
NCI-60 one-dose screen, 48 h, at 10 µM unless noted. Numbers give growth in % (100 = growth as untreated, 0 = no growth, -100 = all killed).
LOX IMVI: LOX IMVI melanoma | AID 1794757 | 7.4% of 79,000 active
UACC-62: UACC-62 melanoma | 5.4% of 81,000 active
SK-MEL-5: SK-MEL-5 melanoma; 6.4% of 80,000 active
UACC-257: UACC-257 melanoma; 4.4% of 78,000 active; AID 1794764
SK-MEL-28: SK-MEL-28 melanoma; 4.1% of 81,000 active; AID 1794761
MALME-3M: MALME-3M melanoma; 5.8% of 78,000 active
MDA-MB-435: MDA-MB-435 melanoma; 7.8% of 82,000 active
SK-MEL-2: SK-MEL-2 melanoma; 4.7% of 77,000 active
* = called active by the depositor; nt = no result given. How the source made its calls: active means growth percent below 10; inactive means the rest.

SMILES	LOX IMVI	UACC-62	SK-MEL-5	UACC-257	SK-MEL-28	MALME-3M	MDA-MB-435	SK-MEL-2
O=C(O)CCc1cccc2c1OCO2	103	101	100	100	103	79	100	82
N#Cc1c(-c2cccc([N+](=O)[O-])c2)cc(-c2ccc(Nc3nc(Nc4ccc(F)cc4)nc(Nc4ccc(F)cc4)n3)cc2)nc1N	98	110	84	107	114	95	112	68
Cc1cc(C)c(C(=O)C[n+]2ccc3ccccc3c2)c(C)c1	91	108	97	112	102	104	99	105
CCC(=O)Nc1ccc(OCc2nnc(-c3ccc(Cl)cc3)o2)c(F)c1	97	95	98	104	106	154	111	112
C=CC[n+]1c(C)ccc2ccccc21	87	nt	96	88	103	82	113	94
C#CC1(OCCOC(=O)NC)CCCCC1	114	115	122	121	128	123	111	118
CCOC(=O)c1sc(/N=C2\NC(=O)/C(=C/c3ccc(Cl)cc3)S2)nc1C	96	78	80	86	96	86	87	94
CCCCc1nc(Cl)c(C2CC(c3ccc(S(N)(=O)=O)cc3)=NN2C(C)=O)[nH]1 (configuration not stated)	102	88	112	97	102	110	102	104
O=C1/C(=C/c2cc(O)c(O)c(O)c2)Oc2cc(O)ccc21	90	107	96	107	115	103	101	116
C=CCN(CC=C)C(=O)OCC	98	109	111	103	107	109	103	101
CCOC(=O)C(Nc1ccc(F)cc1)c1cc(C(C)C)c(N)c(C(C)C)c1 (configuration not stated)	83	90	100	93	109	115	107	86
C1=C(c2ccccc2)c2ccccc2C1	90	nt	108	133	116	nt	93	94
COc1ccc(-c2nnc(-c3c(-c4ccc(F)cc4)nc4ccccn34)o2)cc1OC	96	106	100	108	102	126	107	119
CC12CC[C@@H]3[C@]4(C)COC(c5ccccc5Br)O[C@@H]4CC[C@@]3(C)[C@@H]1CC(C1=CCOC1=O)O2 (some centres not stated)	74	62	28	70	109	84	77	82
COc1ccc(-c2nc3ccc(-c4nnc(SCC(=O)Nc5ccccc5)o4)cc3[nH]2)cc1OC	75	92	96	108	100	94	107	105

Single records, from the list above.
COc1ccc(-c2nnc(-c3c(-c4ccc(F)cc4)nc4ccccn34)o2)cc1OC is listed with LOX IMVI = 96; UACC-62 = 106; SK-MEL-5 = 100; UACC-257 = 108; SK-MEL-28 = 102; MALME-3M = 126; MDA-MB-435 = 107; SK-MEL-2 = 119
CCOC(=O)c1sc(/N=C2\NC(=O)/C(=C/c3ccc(Cl)cc3)S2)nc1C is listed with LOX IMVI = 96; UACC-62 = 78; SK-MEL-5 = 80; UACC-257 = 86; SK-MEL-28 = 96; MALME-3M = 86; MDA-MB-435 = 87; SK-MEL-2 = 94
CC12CC[C@@H]3[C@]4(C)COC(c5ccccc5Br)O[C@@H]4CC[C@@]3(C)[C@@H]1CC(C1=CCOC1=O)O2 (some centres not stated) is listed with LOX IMVI = 74; UACC-62 = 62; SK-MEL-5 = 28; UACC-257 = 70; SK-MEL-28 = 109; MALME-3M = 84; MDA-MB-435 = 77; SK-MEL-2 = 82

A second format for 2 compounds above.
Cc1cc(C)c(C(=O)C[n+]2ccc3ccccc3c2)c(C)c1
  LOX IMVI: 91; UACC-62: 108; SK-MEL-5: 97; UACC-257: 112; SK-MEL-28: 102; MALME-3M: 104; MDA-MB-435: 99; SK-MEL-2: 105
C#CC1(OCCOC(=O)NC)CCCCC1
  LOX IMVI: 114; UACC-62: 115; SK-MEL-5: 122; UACC-257: 121; SK-MEL-28: 128; MALME-3M: 123; MDA-MB-435: 111; SK-MEL-2: 118

The list continues.
SMILES	LOX IMVI	UACC-62	SK-MEL-5	UACC-257	SK-MEL-28	MALME-3M	MDA-MB-435	SK-MEL-2
Cc1oc2c(c(C)nn2-c2ccccc2)c(=O)c1Cl	101	105	100	nt	111	117	106	104
CCN1C2=C(SC(=S)C1=C1SC(C(=O)OC)=C(C(=O)OC)S1)SC(=Nc1ccc(OC)cc1)C2=O	-72*	-77*	nt	-55*	-55*	-28*	-40*	-5.8*
O=C(Nc1cc(Cl)ccc1Cl)P(=O)(O)c1ccccc1	102	100	100	107	106	106	116	123
O=C(/C=C/c1cccc2ccccc12)Nc1ncc(Cc2ccccc2)s1	nt	16	11	61	44	22	-65*	43
CCOc1ccccc1[C@H]1C(C(=O)c2ccc(Cl)cc2)C2(N[C@@H]1c1ccccc1)C(=O)Nc1ccc(Br)cc12 (some centres not stated)	-100*	-47*	-89*	44	-23*	-15*	-59*	-67*
O=C(Cc1ccccc1Nc1c(Cl)cccc1Cl)NN1C(=O)/C(=C/N2N=C(c3ccc4ccccc4c3)CC2c2ccc(F)cc2)SC1=S (configuration not stated)	100	95	96	106	100	93	97	93
C=C1CC[C@@H]2[C@](C)(COC(C)=O)[C@@H](O)CC[C@@]2(C)[C@@H]1COc1ccc2ccc(=O)oc2c1	92	89	94	nt	109	99	98	104
O=C(Nc1cccc(C(F)(F)F)c1)c1cncc(C#Cc2cnc3ccc(N4CCOCC4)nn23)c1	-88*	-22*	-67*	3.2*	-18*	-30*	4.3*	-26*
Cc1noc(C)c1C(=O)OCc1coc2ccccc2c1=O	71	55	80	72	87	51	60	81
C=CCn1c(SC/C(=N/O)c2ccccc2)nnc1-c1cc(-c2ccc(S(N)(=O)=O)cc2)nc2ccccc12	95	82	89	107	99	93	98	110
CC(C)S(=O)(=O)C(c1ccccc1)c1ccccc1	97	97	101	97	95	94	97	127
CCCOc1ccc2nc(CC)cc(Nc3ccc(OC)cc3OC)c2c1	94	75	94	106	104	114	98	99
CC(=O)Oc1c(C)[nH]ccc1=O	95	99	93	98	104	102	98	113
Clc1ccc(-n2ccc(-c3nn[nH]n3)n2)cc1	nt	105	106	100	110	90	103	107
CCOC(=O)c1c(C)nc2c(c1N)C(=O)C(=O)N2Cc1ccccc1C(F)(F)F	89	79	79	85	112	87	94	98

Continued, overlapping the part above by 3 compounds.
SMILES	LOX IMVI	UACC-62	SK-MEL-5	UACC-257	SK-MEL-28	MALME-3M	MDA-MB-435	SK-MEL-2
CC(=O)Oc1c(C)[nH]ccc1=O	95	99	93	98	104	102	98	113
Clc1ccc(-n2ccc(-c3nn[nH]n3)n2)cc1	nt	105	106	100	110	90	103	107
CCOC(=O)c1c(C)nc2c(c1N)C(=O)C(=O)N2Cc1ccccc1C(F)(F)F	89	79	79	85	112	87	94	98
CC(C)NCC(O)c1ccc2ccccc2c1 (configuration not stated)	92	114	nt	98	nt	100	100	140
Cc1nc(Sc2nc3ccc([N+](=O)[O-])cc3s2)sc1C	-46*	-15*	41	37	28	-14*	30	15
COc1ccc(Nc2[nH]n3c(=O)cc(-c4ccccc4)nc3c2C(N)=O)c(OC)c1	108	83	100	100	91	96	100	105
CCN1CCN(C(C(=O)NC2CCCCC2)c2ccc(Cl)cc2)C(=O)c2ccccc2C1=O (configuration not stated)	100	86	94	82	106	109	109	91
CCN(CC)c1ccc(NC(=S)Nc2ccc(N(CC)CC)cc2)cc1	108	103	96	98	96	88	101	86
O=C(NCCc1ccccc1)Nc1ccc2cc3ccc(NC(=O)NCCc4ccccc4)cc3nc2c1	-80*	-51*	61	86	-29*	-14*	-14*	0.3*
COc1ccc(-n2c(CO)ccc2CNc2ccccc2OC)cc1	54	47	82	94	90	77	38	83
C[C@@H]1C(=O)O[C@H]2[C@H]1CC/C(Cn1cc(-c3cc(C(F)(F)F)cc(C(F)(F)F)c3)nn1)=C\CC[C@@]1(C)O[C@@H]21	91	69	87	85	95	85	82	100
CNc1ccc2c(c1)Cc1ccccc1-2	103	93	101	108	99	100	106	97
CCCCCCCCCCP(=O)(O)CCCCCCCCCC	105	100	103	96	104	102	104	126
O=C(O)CNC(CO)(CO)CO	90	110	114	106	111	132	104	nt
CNC(=O)c1nc(Nc2ccc(NC(=O)Nc3ccc(Cl)c(Cl)c3)cc2)c2ccccc2n1	88	91	81	106	100	90	89	89
C=CCOC(c1ccc2c(c1)OCO2)C(C)Br (configuration not stated)	102	104	98	nt	106	97	102	111
COc1ccc(C(=S)N2CCN(c3ccc(C)cc3)CC2)cc1OC	112	97	100	99	106	132	109	93
COc1ccc(-c2nnc(COc3ccc(NC(=O)c4ccc(Cl)c(Cl)c4)cc3F)o2)cc1	88	90	83	87	90	70	102	89

Next section, starting with the last 3 of the part before.
SMILES	LOX IMVI	UACC-62	SK-MEL-5	UACC-257	SK-MEL-28	MALME-3M	MDA-MB-435	SK-MEL-2
C=CCOC(c1ccc2c(c1)OCO2)C(C)Br (configuration not stated)	102	104	98	nt	106	97	102	111
COc1ccc(C(=S)N2CCN(c3ccc(C)cc3)CC2)cc1OC	112	97	100	99	106	132	109	93
COc1ccc(-c2nnc(COc3ccc(NC(=O)c4ccc(Cl)c(Cl)c4)cc3F)o2)cc1	88	90	83	87	90	70	102	89
N#Cc1c(Nc2ccc(Cl)cc2)nc2n(c1=O)-c1ccccc1Sc1ccccc1-2	63	50	54	80	89	nt	61	60
N#Cc1ccccc1/C=N/NC1=NCCN1S(=O)(=O)c1ccc(Cl)cc1	90	81	100	96	nt	99	100	100
CC(C)c1ccc(NC(=O)Nc2ccc(NC(=O)CCCC(=O)NOCc3ccccc3)cc2)cc1	82	89	84	86	94	83	89	88
O=C(O)C(c1ccccc1)C(O)(CCl)c1ccccc1 (configuration not stated)	nt	102	nt	98	112	115	104	nt
CSc1nc(NCC(C)C)nc(NCC(C)C)n1	102	86	87	106	99	95	104	118
c1coc(-c2cc3nc(N4CCOCC4)nc(-c4ccco4)n3n2)c1	98	93	97	107	107	119	99	97
Cc1[nH]c(/C=C/C(=O)c2cccs2)c(C)c1C(=O)NCC(F)(F)F	91	92	98	98	104	103	101	115
O=[N+]([O-])c1ccc(Oc2cccnc2)c([N+](=O)[O-])c1	24	85	79	64	98	nt	27	nt
O=C(OCC1CCC=CO1)C1CCC=CO1 (configuration not stated)	111	106	105	105	107	130	107	105
Cc1nn(-c2ccccc2)c(N2CCOCC2)c1/C=C/C(=O)c1ccc(Cl)cc1	78	55	72	81	102	76	91	87
Cc1nc(C(Cl)(Cl)Cl)[nH]c(=O)c1SCCO	99	88	96	114	102	107	102	113
O=S(=O)(Nc1ccccc1-c1ccccc1)c1ccccc1	88	68	93	109	112	132	100	115
Clc1ccc(Sc2nc(Cl)nc(NC3CCCC3)n2)cc1	92	85	100	113	100	111	100	103
COc1ccc(OC)c(/C=C2\C(=O)ON=C2C)c1	96	100	100	95	105	99	100	106
Cc1nc(-c2ccccc2)no1	104	116	112	99	115	119	105	127
Nc1nn(C(=O)Nc2ccc(Cc3ccccc3)cc2)c2ccc(Cl)cc12	39	13	36	42	106	56	53	69
N#Cc1c(-c2cc(=O)oc3ccc(Cl)cc23)nn(-c2ccccc2)c1N	63	75	75	96	97	111	83	94
C=CCOC(=O)COC(=O)C(C)(C)OC(C)=O	90	91	100	95	106	92	106	112
Cc1ccc(N)cc1[N+](=O)[O-]	101	105	111	99	nt	nt	119	128
Cc1sc2ncn(CC(=O)Nc3ccc(S(=O)(=O)Nc4ncccn4)cc3)c(=O)c2c1C	99	98	100	102	108	101	108	105
COc1ccc(CN2c3ccccc3CCc3ccccc32)cc1F	50	25	20	62	51	84	-49*	27
O=C(C(O)C(O)C(O)C(O)CO)N(C1CCCCC1)C1CCCCC1 (configuration not stated)	91	103	103	83	106	99	101	110
CCc1c(C(=O)NC2c3cc(Cl)ccc3CCC2O)[nH]c(C)c1C(C)=O (configuration not stated)	15	34	34	67	71	83	65	88
O=C(COc1cccc(/C=C2\Oc3ccccc3C2=O)c1)c1ccc([N+](=O)[O-])cc1	89	72	99	98	135	108	116	92
O=C(O)C1C2C=CC(O2)C1C(=O)Nc1ccccn1 (configuration not stated)	99	91	99	111	98	97	106	100
CC(=O)c1ccc(-n2c(C)nc3ncccc3c2=O)cc1	94	nt	107	92	105	99	106	98
NC(=S)N1N=C(c2ccc(N3CCNCC3)cc2)CC1c1cccs1 (configuration not stated)	97	98	104	99	123	110	106	110
CCCCNC(=O)c1cc(Br)cc(C2CCCCC2)c1O	90	73	91	84	101	78	102	99
O=C1/C(=C/c2ccc(F)cc2)N=C2SCCCN12	97	nt	nt	112	nt	105	103	111
Cc1ncc(C(=O)Nc2ccc(CN3CCN(C)CC3)c(C(F)(F)F)c2)cc1C#Cc1c(N)ncc2ccc(C#N)cc12	-62*	23	16	-1.4*	24	-34*	7.0*	40
COc1ccc(-c2cn(-c3ccc(Cl)cc3)c(SCC(=O)c3ccc(C)cc3)n2)cc1	100	77	81	94	90	106	91	95
O=C1CC(=O)N(CCc2ccncc2)C(=O)N1CCc1ccncc1	101	110	107	101	102	89	108	85
Cc1ccc(-c2ccnc3c(C#N)c(Nc4ccccc4)nn23)cc1	93	92	103	105	111	117	105	nt
CCC(=O)Nc1ccc2c(c1)Cc1cc([N+](=O)[O-])ccc1-2	95	93	101	112	114	nt	88	101
CCCCC[C@H](O)c1ccccc1[C@@H]1O[C@@H](CCC(=O)OC)[C@H](O)[C@H]1I	91	90	95	98	114	106	106	100
Cc1ccn2c(C(=O)c3ccccc3)cc(-c3cc(-c4ccc(N(C)C)cc4)c(C#N)c(N)n3)c2c1	22	65	58	86	74	64	79	81
Nc1nn2c(-c3cccs3)ccnc2c1N=Nc1ccc(S(N)(=O)=O)cc1	105	102	97	106	109	126	99	103
Cc1ccc(/C=C(\C#N)c2nc(N)nc(Nc3ccc(S(N)(=O)=O)cc3)n2)cc1	102	95	96	96	101	112	94	92
ClC1=C(Cl)C2(Cl)C3(Cl)C(Cl)=C(Cl)C(Cl)(C34OCCO4)C2(Cl)C12OCCO2 (configuration not stated)	98	105	98	93	95	85	88	110
C[C@]12CCc3nc(Nc4cccc(O)c4)sc3C1=CC[C@@H]1[C@@H]2CC[C@]2(C)/C(=N\NC(N)=S)CC[C@@H]12	-74*	73	37	74	9.5*	39	5.5*	41
O=C1CC2CC1CCC2=O (configuration not stated)	102	96	95	86	109	133	106	110
C1=C[C@H]2O[C@@H]1c1ccc3[nH]ccc3c12	100	79	90	92	94	102	0.4*	96
Cc1nc2sc(C(=O)Nc3cncc4ccccc34)c(N)c2cc1C(C)O (configuration not stated)	103	86	100	106	113	103	95	117
O=C(Nc1ccc(-c2n[nH]c(=S)o2)cc1)C1CSC(c2ccccc2)N1 (configuration not stated)	nt	95	105	98	110	103	110	110
O=S(=O)(O)C1=CC(=N\Cl)/C=CC/1=N/Cl	87	nt	107	92	98	82	94	111
